# Bioassay records as filed in PubChem BioAssay.
# TcdB GH inh: TcdB glycohydrolase inhibition. inhibition, % at 9.99 µM. actives 0.24% (n = 350,000). TcdB glycohydrolase enzymatic assay, plate reader; in the data active = inhibition above about 10%
# SSB-PriA inh: blocks PriA binding to SSB C-terminal tail. inhibition, % at 33 µM. AlphaScreen SSBct-PriA binding, biotinylated peptide. actives 0.6% (n = 430,000); in the data active = inhibition mostly above about 37%, no sharp cut-off; inactive = mostly below about 20%;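 also: plate controls were negative control peptide for no effect and reference peptide for full effect; strong numbers were not always called active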
# BH1578 lux ind: quorum light induction in luxS cqsA deficient V. cholerae; V. cholerae BH1578 lux reporter, luminescence, 6 h; activation, % at 18.7 µM; actives 0.16% (n = 350,000); AID 588436; in the data active = activation mostly above about 9.7%, no sharp cut-off; inconclusive = no clear call, values can overlap the other calls; inactive = mostly below about 3.7%; also: not every result past the cut was called active; inactives centre near 0; reference of the scale not given here
# PfHsp40 yeast: restores yeast growth despite PfHsp40 toxicity; S. cerevisiae expressing PfHsp40, growth rescue, ATP luminescence; AID 504582; growth rescue, % at 12.5 µM; actives 0.68% (n = 340,000); in the data active = growth rescue above about 28%, passing the limit was not always enough; inconclusive = no clear call, values can overlap the other calls;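 also: yeast W303a lacking pdr1 and pdr3 grown in galactose medium; growth measured after three days at 30 °C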
# PrPC TRFRET: cell surface PrPC inhibition, primary TR-FRET screen; inhibition, % at 13.8 µM; actives 0.43% (n = 370,000); AID 720596; P04156; TR-FRET read-out; in the data active = inhibition above about 24%; also: 0% = median of the test wells and 100% = reference compound wells
# Anthrax LF inh2: inhibitors of Bacillus anthracis lethal factor protease; P15917; multiplex microsphere protease cleavage assay, LF; inhibition, % at 10 µM; actives 0.12% (n = 360,000); AID 588501; also: plate controls were buffer without enzyme for full effect and enzyme alone for no effect
# Target sequence (P15917 whole entry, looked up): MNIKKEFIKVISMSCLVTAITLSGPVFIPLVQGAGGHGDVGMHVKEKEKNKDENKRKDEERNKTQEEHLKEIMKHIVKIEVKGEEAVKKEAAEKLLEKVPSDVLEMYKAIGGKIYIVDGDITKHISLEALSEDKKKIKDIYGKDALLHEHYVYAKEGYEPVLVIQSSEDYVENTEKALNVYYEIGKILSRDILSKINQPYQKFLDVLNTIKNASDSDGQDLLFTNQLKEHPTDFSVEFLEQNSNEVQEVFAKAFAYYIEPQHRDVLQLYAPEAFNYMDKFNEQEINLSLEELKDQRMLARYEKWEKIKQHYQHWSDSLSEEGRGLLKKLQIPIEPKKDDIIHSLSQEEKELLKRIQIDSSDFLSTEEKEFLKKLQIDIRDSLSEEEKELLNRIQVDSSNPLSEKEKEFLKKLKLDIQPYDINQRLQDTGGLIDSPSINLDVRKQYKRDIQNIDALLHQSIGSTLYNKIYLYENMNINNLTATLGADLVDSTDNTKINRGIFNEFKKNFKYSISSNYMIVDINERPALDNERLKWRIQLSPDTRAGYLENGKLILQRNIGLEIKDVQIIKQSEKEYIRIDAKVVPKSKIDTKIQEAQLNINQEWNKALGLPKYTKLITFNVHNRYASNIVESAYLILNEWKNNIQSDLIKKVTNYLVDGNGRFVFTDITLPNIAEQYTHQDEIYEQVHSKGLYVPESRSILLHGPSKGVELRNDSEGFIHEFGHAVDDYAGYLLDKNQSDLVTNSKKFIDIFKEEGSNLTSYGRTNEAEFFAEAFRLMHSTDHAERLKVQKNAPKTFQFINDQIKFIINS
# Y pestis TopoI: inhibitors of Yersinia pestis topoisomerase I. Y. pestis Topo-I cleavage product accumulation, plate reader. activity, % at 10 µM. actives 0.064% (n = 360,000); in the data active = activity above about 50%, passing the limit was not always enough; inconclusive = no clear call, values can overlap the other calls; also: inactives centre near 2
# 3CLpro inhibitor: SARS-CoV 3CLpro protease inhibition; P0C6X7; recombinant SARS-CoV 3CLpro, quenched FRET peptide cleavage; inhibition, % at 6 µM; actives 0.14% (n = 290,000); in the data active = inhibition above about 12%
# BoNT A protease: inhibitors of Botulinum neurotoxin A light chain protease; multiplex microsphere protease substrate cleavage, flow cytometry; inhibition, % at 10 µM; actives 0.17% (n = 360,000); also: plate controls were buffer without enzyme for full effect and enzyme alone for no effect
# An asterisk follows results filed as active; i = inactive; u = inconclusive; x = no result given. Rule as the data show it, unless noted: active = inhibition above about 30%; inconclusive = no clear call, values can overlap the other calls; inactive = below that. A portion of the library. The share of hits here may be higher or lower than overall.
SMILES,TcdB GH inh,SSB-PriA inh,BH1578 lux ind,PfHsp40 yeast,PrPC TRFRET,Anthrax LF inh2,Y pestis TopoI,3CLpro inhibitor,BoNT A protease
Cc1nnc(SCC(=O)NCc2ccc(Cl)cc2)[nH]c1=O,x,-18.1,8.3,-0.1,3.0,0.8,0.2,1.9,1.5
Clc1ccc(Cn2nnc(-c3ccc(CN4CCOCC4)cc3)n2)cc1,x,-15.7,x,2.4,5.9,-9.1,10.7,-2.4,-1.0
CCN1CCN(CC(=O)c2ccc(C)cc2)CC1,0.8,3.9,i,1.3,-0.6,8.2,5.2,-6.9,-0.5
Cc1ccc(/C=N/N(Cc2ccccc2)c2ccccc2)o1,1.1,x,x,0.2,-0.7,-1.9,2.4,2.7,-0.8
O=C1CCc2cc(S(=O)(=O)NCc3ccccc3Cl)cc3c2N1CC3,1.0,-11.1,i,0.9,-3.4,1.2,17.7,x,7.9
C=CCNC(=O)/C(=C\C=C\c1ccccc1)NC(=O)c1ccccc1Cl,1.8,-4.2,-0.3,0.3,-10.8,-2.3,5.1,-4.2,-4.2
COc1cc(NC(=O)CSc2nnc3c(n2)[nH]c2ccc(S(=O)(=O)NC(C)C)cc23)cc(OC)c1OC,1.5,2.6,i,11.0,0.5,-5.3,1.1,0.0,0.0
CC(NC(=O)c1ccc(S(C)(=O)=O)cc1)c1cccc2ccccc12 (stereo unspecified),1.7,-0.5,-0.5,1.0,-3.4,3.6,-2.1,-3.9,2.1
COc1ccc(NC(=O)CCCn2c(=O)oc3ccccc32)cc1Cl,1.2,-21.1,x,-0.8,3.6,1.2,3.8,-0.4,0.4
O=C(N/N=C/c1ccoc1)c1cc(O)cc(O)c1,0.0,x,i,-1.1,-6.6,1.1,2.5,-0.5,1.5
COc1cccc(NC(=O)c2cccc(N3C(=O)C4C5C=CC(C5)C4C3=O)c2)c1 (stereo unspecified),3.5,-7.3,-0.2,1.2,9.5,-0.8,-1.3,6.2,-0.2
COC(=O)c1ccc(NC(=O)CSc2nnc(CNc3ccc(F)cc3)n2C)cc1,0.2,-18.2,i,-0.6,4.2,-1.9,3.2,-1.9,0.1
O=C(COC(=O)C1COc2ccccc2O1)Nc1cccc(Cl)c1 (stereo unspecified),-0.1,-6.7,-0.2,1.9,7.3,-1.3,-5.4,x,0.2
Cc1ccccc1OCC(=O)Nc1ccccc1N1CCCCC1,x,-35.0,-0.4,0.3,6.3,-12.8,54.8*,5.2,-0.2
Clc1ccc(CN2CCC(c3nc4ccc(Cl)cc4[nH]3)CC2)cc1,x,4.2,-5.9,-0.9,-12.4,7.5,-8.7,-6.8,7.6
C=CCn1c(O)c(C=Nc2ccccc2)sc1=S,10.0,-3.5,i,14.8,-7.6,4.0,-6.3,1.5,5.1
Nc1cccc(-c2cc(-c3ccccc3)nc(-c3cccc(N)c3)n2)c1,x,-14.9,-0.2,-0.6,1.9,-4.5,-7.5,4.8,-0.4
Cc1cc(C(=O)OCC(=O)Nc2nc(-c3ccccc3)cs2)c(C)o1,x,-6.0,i,2.5,3.6,-0.1,-3.3,-3.8,-0.2
COc1ccc(N2Cc3ccccc3C2=O)cc1,1.1,-3.1,i,0.1,-7.7,-20.1,-3.0,-1.7,-2.9
CC(=O)N1CC(C)Oc2ccc(S(=O)(=O)NC(CC(=O)O)c3ccccc3)cc21 (stereo unspecified),1.8,-0.8,-0.2,-0.7,7.4,0.0,-5.5,1.1,-0.7
CCOc1ccccc1C(=O)Nc1cccc(-c2nnc(-c3ccccc3)o2)c1,x,-3.2,-0.3,-1.1,0.5,12.0,-0.9,0.6,1.0
COc1cc(NC(=O)CN2C(=O)c3ccccc3Sc3ccc(C(=O)N4CCOCC4)cc32)cc(OC)c1OC,-4.0,-0.7,-0.2,0.5,7.3,-0.6,20.6,-1.0,0.3
COc1ccc([C@H]2[C@H](C(=O)C(C)(C)C)N3N=Cc4ccccc4C3[C@]23N=C(c2ccccc2)OC3=O)cc1 (stereo partly specified),x,8.4,i,0.0,1.4,2.2,3.7,-3.3,0.1
COc1ccc(CCN(C)C(=O)C2CC(=O)N(Cc3ccc(C)cc3)C2)cc1OC (stereo unspecified),-0.3,2.0,-0.4,-0.7,-4.6,4.5,-2.3,x,-0.2

# An excerpt from above in order of heavy-atom count, lowest first:
SMILES,TcdB GH inh,SSB-PriA inh,BH1578 lux ind,PfHsp40 yeast,PrPC TRFRET,Anthrax LF inh2,Y pestis TopoI,3CLpro inhibitor,BoNT A protease
Cc1ccccc1OCC(=O)Nc1ccccc1N1CCCCC1,x,-35.0,-0.4,0.3,6.3,-12.8,54.8*,5.2,-0.2
CCOc1ccccc1C(=O)Nc1cccc(-c2nnc(-c3ccccc3)o2)c1,x,-3.2,-0.3,-1.1,0.5,12.0,-0.9,0.6,1.0
COc1cc(NC(=O)CN2C(=O)c3ccccc3Sc3ccc(C(=O)N4CCOCC4)cc32)cc(OC)c1OC,-4.0,-0.7,-0.2,0.5,7.3,-0.6,20.6,-1.0,0.3

# Additional compounds follow.
SMILES,TcdB GH inh,SSB-PriA inh,BH1578 lux ind,PfHsp40 yeast,PrPC TRFRET,Anthrax LF inh2,Y pestis TopoI,3CLpro inhibitor,BoNT A protease
O=C(O)c1ccc(NC2=Nc3cccc4cccc2c34)cc1,0.2,-2.9,-0.4,-0.3,0.1,5.0,-5.3,3.8,-0.9
COCCNC(=O)c1ccc(NS(C)(=O)=O)cc1,x,10.1,i,-1.0,5.6,-9.5,2.8,-2.0,-0.7
O=C(NCc1cn2ccccc2n1)c1ccco1,0.3,-13.4,-0.3,-0.3,6.7,-3.5,3.2,1.2,0.3
Cn1c(=O)cc(N)n(Cc2ccccc2)c1=O,7.5,-8.6,0.4,0.6,6.4,-0.1,6.2,-1.7,-0.3
CC(=O)NCCNc1nc2cc(-c3ccccc3CO)sc2c(=O)n1C,-0.5,x,i,x,-13.9,4.0,0.8,x,-0.3
CCN(CC)S(=O)(=O)c1cc(C(=O)Nc2cc(S(=O)(=O)N3CCOCC3)ccc2N2CCCC2)ccc1F,1.3,-1.3,i,0.3,2.6,-0.5,10.1,x,-1.8
O=C(O)c1cc(-c2ccc(N3CCOCC3)cc2)nn1-c1ccc(F)cc1,0.7,-13.1,-0.2,-0.7,2.8,-3.0,0.4,-4.5,-0.1
CCOC(=O)N1CCC(NC(=O)CCc2c(C)nc3nc(C)nn3c2C)CC1,x,-10.0,i,-0.6,9.0,-3.2,7.3,-1.0,-0.3
O=C1COc2ccc(C(=O)COC(=O)Cn3cnc4ccccc43)cc2N1,x,-6.1,i,0.6,5.4,-4.0,-1.5,-4.5,1.3
CCCCNC(=O)CC1NCCNC1=O (stereo unspecified),1.6,-4.3,i,-2.8,-6.0,8.6,6.7,3.9,-1.0
CCOC(=O)C1CC(c2ccc(Cl)cc2)=NNC1=O (stereo unspecified),1.2,1.0,-0.4,x,6.0,0.1,-5.4,2.1,-0.9
Cc1cc(=O)n2c(-c3ccccc3C)n[nH]c2n1,x,-12.4,4.0,-2.1,-1.5,-2.9,0.8,-1.1,-0.5
Cc1cccc(NC(=O)CSCC(=O)NCc2cccc(C(F)(F)F)c2)c1,1.8,4.2,-0.2,-1.3,4.0,-2.9,6.4,6.2,-2.0
Cc1cc(-c2nc(-c3ccncc3)no2)ccc1[N+](=O)[O-],-1.0,10.4,i,2.7,-15.2,-7.1,-11.3,-3.8,2.1
CCOc1ccc(CN2CCC(Cc3ccccc3)CC2)cc1,0.7,-7.6,-0.8,0.1,-7.0,11.0,8.7,-2.0,-0.8
CCCCN1C(C)=CC(=C2C(=O)c3ccccc3C2=O)C=C1C,1.6,0.9,-0.6,0.3,-10.6,6.9,17.2,0.6,0.8
Cc1ccc2c(c1)c1c3n2CCCN(Cc2ccccc2)C3CCC1 (stereo unspecified),0.2,5.5,i,-0.6,8.2,-3.3,8.5,3.4,u
CCCCN(CC)CCNC(=O)c1cc2c(C)nc3ccccc3c2o1,0.7,-2.4,-0.2,0.3,-10.5,-7.2,5.3,-7.7,-0.3
NS(=O)(=O)c1ccc(NC(=S)N2CCN(C(=O)C3CCCO3)CC2)cc1 (stereo unspecified),x,-2.8,5.0,-0.9,x,-0.1,5.4,-4.0,1.6
Cc1ccccc1CSCCC(=O)NCCC1=CCCCC1,x,-14.5,-0.4,0.7,-0.8,-1.0,-14.9,-1.4,-1.0
CC(C)c1nnc(NC(=O)CCC(=O)N2CCN(c3ccccn3)CC2)s1,x,-11.2,-0.1,0.4,-1.4,-18.6,-6.9,-1.5,-1.0
O=C1c2ccccc2NC(c2cn[nH]c2-c2ccccc2)N1O (stereo unspecified),-1.4,-2.6,-0.3,3.2,2.5,-0.7,-1.6,-2.5,-0.1
CC(C)CC(NC(=O)C(Cc1ccc(OCc2ccccc2)cc1)NC(=O)OC(C)(C)C)C(N)=O (stereo unspecified),x,-8.4,-0.6,4.5,0.0,1.2,21.7,0.3,-0.8
CCOc1ccc(/C=C2\SC(=S)NC2=O)cc1OC,-0.4,-3.4,-0.4,-0.6,-2.6,-1.7,6.0,-0.2,-0.5
Cc1cc(NC(=O)COC(=O)c2ccc(C)c(C)c2)no1,1.1,-1.2,-0.8,2.4,-3.7,-9.7,0.7,x,-0.3
O=C1COc2ccc(S(=O)(=O)N3CCN(c4ccccc4F)CC3)cc2N1,0.2,1.8,i,-0.5,1.4,1.2,16.4,-4.1,0.6
OCCn1c(-c2ccc3c(c2)OCO3)csc1=Nc1ccccc1,x,0.1,i,-0.1,7.3,-1.2,24.6,-1.8,0.0
CCOC(=O)Cn1c(C)nc2ccccc21,x,-8.0,1.0,0.6,2.1,1.2,1.3,-1.4,0.3
c1cnc(N2CCN(c3cnccn3)CC2)nc1,0.5,4.0,-1.4,-1.0,7.1,-4.3,9.9,-0.8,-0.4
CN(C(=O)CSc1nc(-c2ccccc2)c(-c2ccccc2)o1)C1CCS(=O)(=O)C1 (stereo unspecified),0.6,20.1,i,-0.3,-3.9,-0.5,20.4,-5.2,-0.2
Cc1csc2ncnc(NC3CCN(Cc4ccccc4)CC3)c12,1.4,-9.2,i,1.0,4.7,20.8,1.2,-0.4,-1.7
Cc1ccc(C)c(OCc2cc(C(=O)NC3CCOC(C)(C)C3)no2)c1 (stereo unspecified),-3.2,-11.2,0.8,2.6,0.6,1.3,16.8,4.5,-1.9

# Entries of single compounds as entered above.
# Entry for O=C1COc2ccc(S(=O)(=O)N3CCN(c4ccccc4F)CC3)cc2N1 : TcdB GH inh: 0.2; SSB-PriA inh: 1.8; BH1578 lux ind: i; PfHsp40 yeast: -0.5; PrPC TRFRET: 1.4; Anthrax LF inh2: 1.2; Y pestis TopoI: 16.4; 3CLpro inhibitor: -4.1; BoNT A protease: 0.6
# Entry for Cc1cc(NC(=O)COC(=O)c2ccc(C)c(C)c2)no1 : TcdB GH inh: 1.1; SSB-PriA inh: -1.2; BH1578 lux ind: -0.8; PfHsp40 yeast: 2.4; PrPC TRFRET: -3.7; Anthrax LF inh2: -9.7; Y pestis TopoI: 0.7; 3CLpro inhibitor: x; BoNT A protease: -0.3
